Screens: PubChem BioAssay, several laboratories
Rv3671c inh = Rv3671c (M. tuberculosis) protease inhibition; P9WHR9; inhibition, % at 5.96 µM; actives 0.048% (n = 320,000); AID 2606; in the data active = inhibition above about 38%;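 note: extracellular domain of Rv3671c used as enzyme; 0% = enzyme with DMSO and 100% = no enzyme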
Target sequence (P9WHR9 whole entry, looked up, the tested form may be a part): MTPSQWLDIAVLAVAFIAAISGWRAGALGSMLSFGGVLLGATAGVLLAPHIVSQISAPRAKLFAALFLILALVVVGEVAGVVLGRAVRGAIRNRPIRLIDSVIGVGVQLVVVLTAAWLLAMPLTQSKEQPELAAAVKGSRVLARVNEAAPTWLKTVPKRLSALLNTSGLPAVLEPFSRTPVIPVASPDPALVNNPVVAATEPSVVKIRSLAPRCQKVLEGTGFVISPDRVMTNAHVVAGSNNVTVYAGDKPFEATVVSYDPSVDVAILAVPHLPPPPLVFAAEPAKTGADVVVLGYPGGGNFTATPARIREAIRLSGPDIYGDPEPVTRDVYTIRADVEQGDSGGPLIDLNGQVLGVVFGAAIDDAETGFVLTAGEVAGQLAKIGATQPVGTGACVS
MazEF act = activators of E. coli MazEF toxin-antitoxin RNase; P0AE70; FAM/BHQ RNA-DNA oligo cleavage fluorescence, 5 h; activation, % at 20 µM; actives 0.32% (n = 350,000); AID 504720; in the data active = activation above about 50%
Target sequence (P0AE70 whole entry, looked up): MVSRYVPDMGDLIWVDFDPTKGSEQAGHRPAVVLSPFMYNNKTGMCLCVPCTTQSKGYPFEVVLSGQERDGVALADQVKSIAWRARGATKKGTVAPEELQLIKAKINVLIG
Mtb UGM inh = Mtb UDP-galactopyranose mutase inhibition | actives 0.06% (n = 320,000) | inhibition, % at 10 µM | purified UGM, fluorescence polarization probe displacement; in the data active = inhibition above about 10%, passing the limit was not always enough; inconclusive = no clear call, values can overlap the other calls
FadD28 binding = blocks FadD28 binding to the bisubstrate probe | fluorescence polarization | actives 0.22% (n = 360,000) | inhibition, % at 12.5 µM; in the data active = inhibition above about 8.5%, passing the limit was not always enough; inconclusive = no clear call, values can overlap the other calls
CCHFV vOTU inh = blocks the CCHF virus ovarian tumor domain protease. AID 651958. inhibition, % at 11.5 µM. actives 0.55% (n = 370,000). CCHFV vOTU protease, Pep-AMC fluorescence; note: 0% = vehicle wells with enzyme and 100% = no enzyme wells
GDH-TPI counter = counter-screen for M. tuberculosis FBA inhibitors: GDH-TPI coupled enzymes; GDH-TPI coupled enzyme counterscreen, NADH absorbance; AID 588335; inhibition, % at 4.8 µM; actives 1.2% (n = 360,000);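 note: 0% = DMSO wells and 100% = wells lacking the enzyme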
BioA inh = BioA (M. tuberculosis) enzyme inhibition | purified M. tuberculosis BioA enzyme, plate reader | inhibition, % at 9.99 µM | actives 0.096% (n = 360,000) | AID 602481; in the data active = inhibition above about 40%; inconclusive = no clear call, values can overlap the other calls
BoNT F protease = BoNT F light chain protease inhibition; AID 588497; actives 0.22% (n = 360,000); inhibition, % at 10 µM; Multiplex microsphere protease cleavage assay, flow cytometry; in the data active = inhibition above about 35%, passing the limit was not always enough; inconclusive = no clear call, values can overlap the other calls; note: plate controls were buffer without enzyme for full effect and enzyme alone for no effect
VHR inh abs = inhibitors of human VHR1 phosphatase (DUSP3) | actives 0.52% (n = 290,000) | P51452 | recombinant VHR phosphatase, pNPP absorbance | inhibition, % at 13.3 µM; in the data active = inhibition above about 50%; note: some compounds called inactive have numbers as strong as hits
Target sequence (P51452 whole entry, looked up): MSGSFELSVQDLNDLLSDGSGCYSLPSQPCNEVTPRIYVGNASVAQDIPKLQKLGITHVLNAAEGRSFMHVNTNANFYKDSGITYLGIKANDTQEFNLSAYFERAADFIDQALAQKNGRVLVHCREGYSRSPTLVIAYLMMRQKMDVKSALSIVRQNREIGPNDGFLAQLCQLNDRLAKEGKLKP
FBA Mtb inh = inhibits M. tuberculosis FBA enzyme; actives 2.3% (n = 360,000); P9WQA3; inhibition, % at 1 µM; AID 588726; purified M. tuberculosis FBA, fluorescence read-out; in the data active = inhibition above about 27%;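 note: 0% = vehicle and 100% = reference inhibitor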
Target sequence (P9WQA3 whole entry, looked up): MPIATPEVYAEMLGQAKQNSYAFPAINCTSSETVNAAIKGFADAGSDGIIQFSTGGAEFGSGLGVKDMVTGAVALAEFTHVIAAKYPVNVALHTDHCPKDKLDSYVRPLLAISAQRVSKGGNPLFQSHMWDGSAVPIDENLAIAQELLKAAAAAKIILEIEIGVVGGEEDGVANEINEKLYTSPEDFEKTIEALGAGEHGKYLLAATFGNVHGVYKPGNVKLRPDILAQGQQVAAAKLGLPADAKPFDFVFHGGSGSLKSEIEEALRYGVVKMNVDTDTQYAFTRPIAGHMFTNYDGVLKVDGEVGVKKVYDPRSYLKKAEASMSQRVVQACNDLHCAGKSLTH
The depositor's hits bear a star; ? = inconclusive; . = not tested or not shown; & = joins results of further samples. Cut-off read from the data, not from the text of the source, unless noted: active = inhibition above about 30%; inactive = the rest. Compounds as they come; overall some 4.9% were active at least once.

cpd	SMILES	VHR inh abs	BioA inh	Rv3671c inh	Mtb UGM inh	BoNT F protease	GDH-TPI counter	FadD28 binding	FBA Mtb inh	CCHFV vOTU inh	MazEF act
1	CN(C)C(/C=C/Nc1ccc(C#N)cc1)=C(C#N)C#N	-1	-1.2	-7	-0.3	-10	15	-1.2	-5	-4	3
2	O=C(/C=C/c1cc[n+](CC(=O)c2ccc3cccc4c3c2CC4)cc1)c1ccc2cccc3c2c1CC3	24	.	-15	-1.5	-63	11	?	1	.	-10
3	C[C@H]1CN([C@@H](C)CO)C(=O)CCCn2nncc2CO[C@H]1CN(C)S(=O)(=O)c1ccc2ccccc2c1	.	-0.2&2.8&-1.6	.	.	-4	12	-2.7	7	5	3
4	COc1cc2cnc(-c3ccccc3)c(-c3cccc(C(F)(F)F)c3)c2cc1OC	.	1.3	-14	0.3	6	10	-4.3	8	22	5
5	COc1cccc(-c2cc(C(=O)Nc3cccnc3)no2)c1	19	0.7	-6	0.8	0	-9	-1.8	-4	-5	9
6	O=C(C1CCN(S(=O)(=O)c2cccc3cccnc23)CC1)N1CCCCC1	20	-0.8	2	0.5	-2	4	-1.4	-1	-7	1
7	N#Cc1ccc(C(=O)Nc2cccc3cccnc23)c(F)c1	30	.	-5	-1.3	2	-9	-3.1	-4	-14	-9
8	Cc1ccc(S(=O)(=O)N2CCOC2CNC(=O)C(=O)NCc2cccnc2)cc1 (centres undefined)	0	-2.2	2	-0.7	4	-10	-3.2	-3	9	12
9	COc1ccc(N2Cc3ccccc3C2=O)cc1	18	-3.4	0	4.3	?	10	0.3	0	-6	7
10	CC(C)COC(=O)C1C2C=CC3(CN(C(C)c4ccc(Br)cc4)C(=O)C13)O2 (centres undefined)	-2	0.9	5	-0.6	-6	-2	-2.4	-2	10	0
11	CN(C)S(=O)(=O)c1ccc(-c2csc(N/N=C/c3ccc(O)cc3)n2)cc1	26	0.2	3	1.7	-13	19	-2.1	-1	17	31
12	CN(Cc1ccc(Cl)cc1Cl)C(=O)CNC(=O)c1ccc2c(c1)OCO2	.	.	-2	1.8	-6	4	-2.0	-2	4	4
13	O=C(OCC(=O)N1CCCC1)c1cc(F)c(F)cc1Cl	21	-0.8	8	0.0	-1	0	.	1	-14	2
14	O=C(Nc1ncn[nH]1)c1cc([N+](=O)[O-])ccc1Cl	-20	-1.1	2	0.8	5	4	-2.2	1	-12	7
15	O=C(CSc1nccn1-c1ncc(C(F)(F)F)cc1Cl)c1ccc(Br)cc1	24	.	-3	-2.1	-4	9	-0.7	2	.	21

A different layout for 3 compounds above.
8: Cc1ccc(S(=O)(=O)N2CCOC2CNC(=O)C(=O)NCc2cccnc2)cc1 (centres undefined)
9: COc1ccc(N2Cc3ccccc3C2=O)cc1
10: CC(C)COC(=O)C1C2C=CC3(CN(C(C)c4ccc(Br)cc4)C(=O)C13)O2 (centres undefined)

entry no.	8	9	10
VHR inh abs	0	18	-2
BioA inh	-2.2	-3.4	0.9
Rv3671c inh	2	0	5
Mtb UGM inh	-0.7	4.3	-0.6
BoNT F protease	4	?	-6
GDH-TPI counter	-10	10	-2
FadD28 binding	-3.2	0.3	-2.4
FBA Mtb inh	-3	0	-2
CCHFV vOTU inh	9	-6	10
MazEF act	12	7	0

Gathered by group, the compounds so far with a CF3 group.
cpd	SMILES	VHR inh abs	BioA inh	Rv3671c inh	Mtb UGM inh	BoNT F protease	GDH-TPI counter	FadD28 binding	FBA Mtb inh	CCHFV vOTU inh	MazEF act
4	COc1cc2cnc(-c3ccccc3)c(-c3cccc(C(F)(F)F)c3)c2cc1OC	.	1.3	-14	0.3	6	10	-4.3	8	22	5
15	O=C(CSc1nccn1-c1ncc(C(F)(F)F)cc1Cl)c1ccc(Br)cc1	24	.	-3	-2.1	-4	9	-0.7	2	.	21

Carrying on:
cpd	SMILES	VHR inh abs	BioA inh	Rv3671c inh	Mtb UGM inh	BoNT F protease	GDH-TPI counter	FadD28 binding	FBA Mtb inh	CCHFV vOTU inh	MazEF act
16	Cn1cc(C(=O)N2CCc3ccccc32)cn1	-8	.	10	1.6	-9	-3	-2.7	0	5	3
17	CN(C)S(=O)(=O)c1ccc(/C(O)=C2/C(=O)C(=O)N(Cc3cccnc3)C2c2cccs2)cc1 (centres undefined)	7	.	2	-0.9	-2	0	-1.1	-2	7	7
18	COc1ccc(CNC(=O)Cc2ccc(OC)c(S(=O)(=O)N3CCOCC3)c2)cc1	17	-1.4	3	0.1	6	2	-0.2	-2	-1	8
19	Cc1ccc(NC(=O)c2ncn(CCCNCc3ccccn3)n2)cc1C	.	-0.7	.	.	-7	9	-1.9	0	-4	3
20	CCOc1ccc2[nH]c(=S)[nH]c2c1	-10	-1.9	-1	.	-9	-1	-2.3	-2	11	7
21	Cc1cccc(C)c1NC(=O)CN(C)C(=O)c1ccccc1OCc1ccc(F)cc1	.	-0.4	-7	0.4	.	-7	-2.4	-2	6	2
22	COc1ccc(NC(=O)C2=CC(c3ccco3)=NS(=O)(=O)N2C)cc1	25	9.6	-4	.	-8	20	-4.8	0	11	0
23	COc1ccc(/C(C)=N/OCC(=O)N=Nc2c(O)[nH]c3ccccc23)cc1	1	.	-8	1.5	-7	12	-4.3	2	-5	-2
24	Cc1nnc(N2CCCC(C(=O)NCc3ccc(OC(C)C)cc3)C2)c2nn(-c3ccccc3)c(C)c12 (centres undefined)	6	-1.4	-5	5.1	13	11	-0.2	18	12	88*
25	COc1ccccc1CNC(=O)Cn1cnnn1	-12	-1.0	4	-4.4	14	-2	-2.1	1	10	2
26	CN(C)CCCOC(=O)c1sc2ccccc2c1Cl	-23	.	-5	0.6	-6	1	-0.4	5	11	5
27	CCCc1ccc2oc(C(=O)N3CCN(C4CCS(=O)(=O)C4)CC3)c(C)c2c1 (centres undefined)	14	-0.9	8	2.0	-4	4	-0.3	2	3	0
28	Clc1ccc(Cn2ncc3c(NCc4ccco4)ncnc32)c(Cl)c1	33	.	-9	.	.	.	.	.	10	-3
29	COc1ccccc1OCC(=O)Nc1ncc(C)s1	.	-2.2	-1	-2.0	7	4	-2.4	2	0	6
30	Cc1ccc(NC(=O)c2ccccc2Cl)c(Cl)c1	23	-0.8	-1	-3.1	.	7	-2.6	6	4	8

Quoted from the listing:
`COc1ccc(CNC(=O)Cc2ccc(OC)c(S(=O)(=O)N3CCOCC3)c2)cc1` – CCHFV vOTU inh: -1
`Clc1ccc(Cn2ncc3c(NCc4ccco4)ncnc32)c(Cl)c1` – CCHFV vOTU inh: 10
`CCCc1ccc2oc(C(=O)N3CCN(C4CCS(=O)(=O)C4)CC3)c(C)c2c1` (centres undefined) – GDH-TPI counter: 4
`COc1ccc(NC(=O)C2=CC(c3ccco3)=NS(=O)(=O)N2C)cc1` – BoNT F protease: -8
`CN(C)S(=O)(=O)c1ccc(/C(O)=C2/C(=O)C(=O)N(Cc3cccnc3)C2c2cccs2)cc1` (centres undefined) – VHR inh abs: 7

Further compounds.
cpd	SMILES	VHR inh abs	BioA inh	Rv3671c inh	Mtb UGM inh	BoNT F protease	GDH-TPI counter	FadD28 binding	FBA Mtb inh	CCHFV vOTU inh	MazEF act
31	CCCC(=O)NNC(=O)CC(=O)Nc1ccccc1C(=O)O	17	-2.4	4	2.3	-5	-5	0.1	-3	6	9
32	C/C(=N/NC(=O)c1ccoc1C)c1ccc(NC(=O)C2CCCC2)cc1	6	.	2	0.2	-26	5	-2.2	1	-17	-14
33	O=C(OCc1cccnc1)C1=Cc2ccccc2OC1	35	.	-3	-4.7	-1	12	-1.3	1	-2	-14
34	O=C(O)CN=C(NS(=O)(=O)c1ccc(Cl)cc1)c1ccccc1	20	1.1	3	5.5	-43	8	-2.2	-2	6	-2
35	COc1cc(/C=C/C(=O)N2CCN(C(=O)/C=C/c3cc(OC)c(OC)c(OC)c3)CC2)cc(OC)c1OC	-3	0.5	1	2.2	-9	-13	-4.2	3	.	-1
36	O=C(O)c1n[nH]c2c1CCCC2	7	-1.7	-2	-1.3	-7	-9	-0.7	3	-10	7
37	Cc1onc(-c2ccccc2)c1C(=O)N1CCC(C)(C(=O)O)C1 (centres undefined)	.	-2.6	.	.	4	-4	-1.1	0	-7	.
38	Cc1cccc(C)c1OC1(c2ccccc2)OC(=O)c2ccccc21 (centres undefined)	15	-0.3	-2	2.0	-10	0	-3.4	-2	-14	-7
39	CS(=O)(=O)N1CCCCC1c1cc(C(=O)Nc2ccccc2)no1 (centres undefined)	.	0.6	.	.	1	-4	-2.6	-4	6	.
40	COc1ccccc1Cc1c(-c2ccc(F)cc2)nc2c(C)cc(Br)cn12	.	0.4	.	.	2	.	-5.2	-4	12	.
41	O=C(NCc1cccnc1)c1csc([C@@H]2C[C@H](O)[C@@H](CO)O2)n1	.	-0.1	.	.	0	1	-0.8	1	3	.
42	CC(CNC(=O)C(C)C)NC(=O)C(C)C (centres undefined)	19	1.4	-3	2.0	3	3	-1.2	0	6	0
43	CC(C)CCN1C(=O)c2ccc(C(=O)NCc3ccco3)cc2C1=O	-1	-2.1	6	4.9	2	0	-2.9	-1	5	1
44	COCCOC(=O)C1=C(C)NC(=O)NC1/C=C/c1ccccc1 (centres undefined)	12	.	9	1.8	-6	-2	-2.9	-3	10	12
45	Cc1ccc(C(=O)OCC(=O)Nc2ccc(F)c(Cl)c2)o1	.	-0.6	-1	.	-4	5	-0.9	0	1	6
46	C(=C\c1ccccc1)/C=N/Nc1nc2ccccc2[nH]1	39	.	16	-0.9	-17	39*	-1.6	0	3	28
47	CC(=O)N1N=C(N)SC1c1cccc([N+](=O)[O-])c1 (centres undefined)	3	.	-8	.	-1	-7	-0.9	-1	-23	3
48	COC1Cc2ccccc2N(C(N)=O)c2ccccc21 (centres undefined)	.	.	2	-0.8	?	-1	-3.8	0	-1	0
49	COc1ccc(CN(C)Cc2c(O)ccc3cc(Br)ccc23)cc1OC	44	-0.9	1	-1.5	-11	5	-1.2	2	7	6
50	CCOC(=O)c1sc(NC(=O)c2cccs2)nc1C	11	-1.5	.	.	2	1	-1.9	0	2	3
51	Cc1ccc(CSCC(=O)NCCCN2CCOCC2)cc1	40	0.1	1	-0.3	-8	-1	-2.2	1	6	-5
52	CC(=O)N/C(=C\c1ccc(F)cc1)C(=O)NC(C(=O)O)C(C)C (centres undefined)	34	-3.1	4	-2.5	-9	4	-0.2	3	4	-2
53	CC(c1cccs1)N(Cc1ccco1)C(=O)Nc1ccc(Cl)c(Cl)c1 (centres undefined)	4	-2.6	-40	1.4	-6	10	-2.5	-1	-1	2
54	CCNC(=O)n1cc(-n2cncn2)c(-c2ccccc2)n1	12	-2.1	8	-0.6	-4	5	-2.8	2	-6	-28
55	CC(C)[C@H](NC(=O)[C@@H]1Cc2ccccc2CN1C(=O)OC(C)(C)C)C(=O)NC1CCCC1	24	-1.9	2	2.0	0	12	-1.3	1	9	-4
56	Clc1ccc(Cn2ncc3c(NCc4ccccc4)ncnc32)c(Cl)c1	23	.	4	-0.2	.	.	.	.	-9	.
57	Cc1cc(C(=O)NN)c2cc(Br)ccc2n1	0	9.7	-6	-1.7	-10	2	-2.9	5	19	10
58	COCCOC(=O)c1c(NC(=O)CNc2ccc(C)c(F)c2)sc(C(N)=O)c1C	-5	0.8	6	-3.6	0	-5	-4.1	0	13	9
59	O=C(O)CN1C(=O)N/C(=C\c2cccn2-c2ccc(P(=O)(O)O)cc2)C1=O	.	0.2	5	0.9	-2	20	-4.4	-5	3	5
60	CC(C)Cc1ccc(-c2cc3nc(NCCCn4ccnc4)ccn3n2)cc1	.	0.0	.	.	-12	4	-4.2	9	30*	.
61	Cc1ccc(C(=O)NCC(=O)O)s1	14	.	3	4.1	4	1	-0.7	-1	-1	9
62	Cc1noc(C)c1-c1ccc(C(=O)NCCC(F)(F)F)c2occc12	.	1.2	.	.	0	2	0.5	8	9	.

An excerpt from above with just CCHFV vOTU inh, FadD28 binding and VHR inh abs:
| item | molecule | CCHFV vOTU inh | FadD28 binding | VHR inh abs |
| --- | --- | --- | --- | --- |
| 48 | COC1Cc2ccccc2N(C(N)=O)c2ccccc21 (centres undefined) | -1 | -3.8 | . |
| 39 | CS(=O)(=O)N1CCCCC1c1cc(C(=O)Nc2ccccc2)no1 (centres undefined) | 6 | -2.6 | . |
